Screens deposited in PubChem by Sanford-Burnham Center for Chemical Genomics.
APOBEC3A inh: blocks human APOBEC3A ssDNA deamination. P31941. recombinant A3A, FAM/TAMRA ssDNA deamination fluorescence. inhibition, % at 20 µM. 330,000 compounds, 0.41% hits. AID 493011;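 active means at least 40% inhibition at 20 µM here, with at most 30% in a related deaminase screen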;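 further: plate controls were A3A with DMSO for no effect and wells lacking A3A enzyme for full effect; some results filed as inactive read as strong as hits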
Target sequence (P31941 whole entry, looked up): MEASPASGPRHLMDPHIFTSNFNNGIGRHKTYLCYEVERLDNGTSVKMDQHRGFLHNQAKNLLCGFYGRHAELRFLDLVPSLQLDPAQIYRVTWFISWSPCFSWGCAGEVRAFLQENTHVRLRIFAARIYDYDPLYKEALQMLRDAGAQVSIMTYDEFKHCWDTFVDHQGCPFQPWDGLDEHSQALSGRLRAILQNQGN
CCR6 antagonist: CCR6 (human) receptor antagonism. CHO-K1 CCR6 PathHunter beta-arrestin, luminescence, CCL20-stimulated. AID 493098. 340,000 compounds, 0.49% hits. inhibition, % at 20 µM;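 active means compounds whose inhibition of the agonist-driven luminescence signal at 20 µM reaches about 50%, limit read from the data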;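 further: cells stimulated with CCL20 at 14 nM final; plate controls were DMSO with CCL20 for no effect and DMSO without agonist for full effect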
Gli-Sufu antag: Gli-Sufu pathway antagonism; Sufu-KO-LIGHT fibroblasts, Gli luciferase reporter luminescence; inhibition, % at 5 µM; 340,000 compounds, 0.74% hits;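 active means inhibition above about 55%, limit read from the data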;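 further: 0% = DMSO-treated cells and 100% = wells with medium but no cells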
GRIN3A LBD mod: modulates the human NR3A ligand-binding domain | NR3A LBD differential scanning fluorimetry, Tm shift; 0% = protein alone, 100% = glycine-bound protein | 340,000 compounds, 2.5% hits | Tm shift relative to glycine control, % at 25 µM;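 active means melting temperature shift of at least 10% of the positive control shift, at one fixed dose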
EBI2 block: blocks human EBI2 receptor beta-arrestin signaling. inhibition, % at 5 µM. 360,000 compounds, 0.81% hits. AID 651636. EBI2 beta-arrestin recruitment, luminescence, 7a,25-OHC stimulated; in the data active means inhibition above about 38%;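 further: enzyme fragment complementation signal reports receptor beta-arrestin coupling in cells; 0% = agonist plus DMSO wells and 100% = wells without agonist; some results beyond the cut were filed as inactive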
CXCR6 inh: CXCR6 (human) receptor inhibition. CHO-K1 PathHunter CXCR6 beta-arrestin, luminescence. inhibition, % at 20 µM. 360,000 compounds, 0.36% hits. AID 602244; in the data active means inhibition above about 34%, passing the limit was not always enough;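 further: antagonist mode with CXCL16 agonist at 10 nM final; 0% = 10 nM CXCL16 with DMSO and 100% = unstimulated wells without agonist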
Target sequence (O00574 whole entry, looked up): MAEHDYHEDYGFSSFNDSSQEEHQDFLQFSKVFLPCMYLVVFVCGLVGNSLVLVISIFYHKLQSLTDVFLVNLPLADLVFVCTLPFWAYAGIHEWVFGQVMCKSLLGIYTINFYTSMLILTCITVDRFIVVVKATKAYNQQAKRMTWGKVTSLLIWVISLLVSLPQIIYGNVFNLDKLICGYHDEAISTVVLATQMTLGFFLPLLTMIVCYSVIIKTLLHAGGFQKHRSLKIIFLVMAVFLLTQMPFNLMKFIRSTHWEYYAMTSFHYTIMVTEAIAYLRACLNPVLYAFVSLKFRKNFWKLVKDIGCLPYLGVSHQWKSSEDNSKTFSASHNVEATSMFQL
MPTP block: blocks calcium-induced mitochondrial swelling | isolated mouse mitochondria, Ca2+ swelling absorbance, 30 min | inhibition, % at 10 µM | 360,000 compounds, 1.4% hits;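 active means inhibition of 50% or more, scaled per plate between neutral and stimulator controls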;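 further: 0% = DMSO wells given calcium and 100% = 1 mM EGTA wells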
A3G deaminase: APOBEC3G (human) deaminase inhibition; Q9HC16; recombinant A3G, ssDNA deamination FAM/TAMRA fluorescence; inhibition, % at 20 µM; 330,000 compounds, 0.28% hits; AID 493012;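 active means inhibition of at least 40% at 20 µM, with no more than 30% in the related APOBEC3A deaminase screen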;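 further: plate controls were DMSO wells with A3G for no effect and wells lacking A3G enzyme for full effect; some compounds called inactive have numbers as strong as hits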
Target sequence (Q9HC16 whole entry, looked up): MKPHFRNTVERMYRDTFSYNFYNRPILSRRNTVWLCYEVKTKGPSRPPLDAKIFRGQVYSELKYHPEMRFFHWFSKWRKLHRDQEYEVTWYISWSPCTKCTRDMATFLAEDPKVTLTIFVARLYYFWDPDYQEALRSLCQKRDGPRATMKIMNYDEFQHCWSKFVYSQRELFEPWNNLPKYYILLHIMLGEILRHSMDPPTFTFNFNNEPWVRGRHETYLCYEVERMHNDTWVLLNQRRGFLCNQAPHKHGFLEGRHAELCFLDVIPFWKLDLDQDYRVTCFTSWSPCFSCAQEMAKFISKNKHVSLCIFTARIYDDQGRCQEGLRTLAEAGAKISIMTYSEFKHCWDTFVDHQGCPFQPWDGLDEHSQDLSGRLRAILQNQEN
Active calls of the source: *; / = not tested or not shown.

SMILES	APOBEC3A inh	CCR6 antagonist	Gli-Sufu antag	GRIN3A LBD mod	EBI2 block	CXCR6 inh	MPTP block	A3G deaminase
N#Cc1c(-c2ccccc2)nc(SCc2cccc(Cl)c2)[nH]c1=O	1	9	1	-7	0	6	6.7	3
CSc1nc(C)c(CCOC(=O)c2ccccc2)c(=O)[nH]1	-3	4	1	-1	6	10	-1.7	-3
CC1CCC2(CC1)NC(=O)N(Cc1cccc(C(F)(F)F)c1)C2=O (centres undefined)	1	25	3	2	12	0	0.3	0
O=C(COC(=O)c1cc(Cl)cc(Cl)c1)NCc1ccco1	8	5	-6	0	3	-8	0.7	-1
CCOC(=O)c1cc(NC(=O)N(CC)C2CCCCC2)c(C)nc1C	-1	-3	2	0	-5	2	-0.6	-5
COC(=O)CSc1nnc(-c2ccncc2)o1	0	6	-1	0	7	-6	-0.4	0
COc1ccc(-c2nn(-c3ccccc3)cc2C(=O)N2CCN(S(=O)(=O)c3ccccc3[N+](=O)[O-])CC2)cc1	/	8	0	-10	4	3	-2.4	/
CCOC(=O)C(C)n1cnc2c(nnn2-c2ccc(F)cc2)c1=O (centres undefined)	-1	11	-6	0	-10	2	-1.9	-6
CC(Sc1nnc(C2CC2)n1C1CC1)C(=O)c1ccc(F)cc1 (centres undefined)	4	8	4	0	-1	-7	0.0	-6
CN(CC(=O)Nc1ccccc1C(F)(F)F)C(=O)CSc1nnc(N)s1	5	10	-1	0	-9	3	0.2	14
Cn1c2ccccc2n2c(=O)cc(-c3ccccc3)c(C#N)c12	3	10	-19	-2	1	-4	0.7	-4
CCOC(=O)C[C@H]1c2cc(F)ccc2S(=O)(=O)N1C1CCCCC1	-1	6	0	-2	-12	-2	1.0	-10
Cc1ccc(C)c(OCCn2cc(/C=C(\C#N)C(=O)NCC3CCCO3)c3ccccc32)c1 (centres undefined)	2	35	4	0	26	-2	5.7	3
CC(=O)Nc1ccc(Nc2ccccc2)cc1	-4	9	-8	1	-11	-9	2.4	-3
CCOc1ccc(-n2c(N)c(-c3nc4ccccc4n3C)c3nc4ccccc4nc32)cc1	-5	-3	12	-2	4	-1	2.2	-9
O=C(c1cccc2ccccc12)N1CCCCC1	3	-2	2	-1	4	5	-0.8	-9
COc1ccccc1OCC(=O)NNC(=O)CSC(=S)N1CCCC1	-4	0	-7	2	-7	-10	-0.1	-10
COc1ccc(NC(=O)N(C)C[C@H]2Oc3ccc(NC(=O)CCN4CCOCC4)cc3C(=O)N([C@@H](C)CO)C[C@H]2C)cc1	-6	-5	-2	4	-16	-6	-0.1	-6
CCn1c(Cc2cccs2)nnc1SCC(=O)NC(C)(C)C	0	-6	-6	0	4	-5	-0.8	-4
COC(=O)N/N=C1/C/C(=N\NC(=O)OC)c2ccccc21	-1	2	13	1	-3	-13	-0.8	-5
O=C(Nc1ccc(F)c(F)c1)c1ccc(F)c(S(=O)(=O)N2CCC3(CC2)OCCO3)c1	0	6	23	-8	-2	-7	-1.9	-7
NC(=S)N/N=C1\CC(n2nnn(-c3cccc(Cl)c3)c2=S)C2COC1O2 (centres undefined)	1	-6	2	5	3	-8	-0.6	5
CCCOc1ccc(Cn2ccnc2)cc1[N+](=O)[O-]	5	8	5	1	-2	6	1.4	-5
COc1ccc(Cc2nnc(NS(=O)(=O)c3ccc([N+](=O)[O-])cc3)s2)cc1	-3	-1	16	-7	5	-6	0.7	6
O=C(COC(=O)C1(c2ccccc2F)CCCC1)N1CCc2ccccc21	-3	3	-2	-2	-8	8	0.7	-3
O=C(c1ccc(CS(=O)(=O)c2c(Cl)cccc2Cl)o1)N1CCCC1	-2	2	5	-1	-17	1	-2.5	-2
COCCNC(=O)c1cccc(OC2CCN(Cc3ccccc3C)CC2)c1	1	5	19	-4	6	-18	-0.1	-3
Cc1nnc(NC(=O)Cn2cnc3c2c(=O)n(C)c(=O)n3C)s1	3	12	-5	2	-12	-1	-1.3	1
Nc1nc(C(=O)N2CCOCC2)nn1S(=O)(=O)c1ccc(Cl)cc1	-2	-7	9	1	-9	1	0.5	-1
CC(NC(=O)c1ccc(OC2CCN(S(=O)(=O)N(C)C)CC2)cc1)C1CC1 (centres undefined)	2	-3	3	1	-2	3	1.3	1
O=C(CSc1nnnn1Cc1ccccc1)c1ccccc1	-3	8	-14	1	1	-2	0.2	-1
CC(C)(CNc1ccc([N+](=O)[O-])cc1Cl)CNS(C)(=O)=O	-1	10	5	2	7	7	1.8	-2
Cc1ccc(-c2nc(N3CCN(C)CC3)c3ccccc3n2)cc1	3	2	3	0	1	3	-3.7	0
O=C(NCc1ccccc1)c1cccc(COc2ccccc2Cl)c1	-3	17	-89	-8	13	-1	-8.3	-6
NC(=O)[C@@H]1CCNc2c(I)cc([N+](=O)[O-])cc2C(=O)N[C@@H](CCC(=O)O)C(=O)N[C@@H](CO)C(=O)N1	34	3	-2	-3	-9	-5	-1.9	-4
COc1ccc(OC)c(N(CC(=O)NCCSC2CCCCC2)S(=O)(=O)c2ccccc2)c1	-1	31	8	2	26	8	0.6	-3

3 records picked at random from those above:
SMILES	APOBEC3A inh	CCR6 antagonist	Gli-Sufu antag	GRIN3A LBD mod	EBI2 block	CXCR6 inh	MPTP block	A3G deaminase
NC(=O)[C@@H]1CCNc2c(I)cc([N+](=O)[O-])cc2C(=O)N[C@@H](CCC(=O)O)C(=O)N[C@@H](CO)C(=O)N1	34	3	-2	-3	-9	-5	-1.9	-4
Cc1nnc(NC(=O)Cn2cnc3c2c(=O)n(C)c(=O)n3C)s1	3	12	-5	2	-12	-1	-1.3	1
O=C(c1ccc(CS(=O)(=O)c2c(Cl)cccc2Cl)o1)N1CCCC1	-2	2	5	-1	-17	1	-2.5	-2

Following part.
SMILES	APOBEC3A inh	CCR6 antagonist	Gli-Sufu antag	GRIN3A LBD mod	EBI2 block	CXCR6 inh	MPTP block	A3G deaminase
Cc1nn(-c2ccccc2)c2nc(N)c(C#N)c(-c3ccc(O)c(O)c3)c12	-2	16	29	-4	9	8	7.0	-7
O=S(=O)(Cc1ccccc1)N1CCCc2ccccc21	2	6	4	-2	-10	-4	0.5	2
CC1=CC(C2CC(=O)N(c3ccc(C)cc3)C2=O)CC2C(=O)N(c3ccc(C)cc3)C(=O)C12 (centres undefined)	1	11	1	0	-3	2	-2.7	-6
Nc1nc(Cl)cc(Sc2ccc(F)cc2)n1	0	-10	-1	0	9	0	0.7	-3
COc1ccccc1C1CC(c2ccc(Cl)cc2)Nc2ncnn21 (centres undefined)	9	15	5	-2	9	9	1.9	11
NS(=O)(=O)c1ccc(CCNC(=O)CC(c2ccccc2)c2ccccc2)cc1	-6	17	25	0	-9	6	0.3	-7
CCC(C)c1ccccc1N1CC(C(=O)NCCC2=CCCCC2)CC1=O (centres undefined)	1	2	-2	0	-5	-2	-1.9	0
CCc1ccc(-c2cc(C(=O)NN3CCOCC3)c3ccccc3n2)cc1	0	-16	-26	11*	2	19	-5.5	8
COCCNC(=O)c1cn(C)c2ccc(S(=O)(=O)N3CCCC3)cc2c1=O	-3	-4	5	2	0	-9	-0.4	-7
COc1ccc(Cn2c(C)nnc2-c2cnn(C)c2N)cc1OC	-1	-1	-5	1	-10	0	-5.2	-5
CCCC(=O)Nc1ccc(S(=O)(=O)Nc2cc(C)nc(C)n2)cc1	3	8	-1	2	-6	-1	8.4	-6
CCOc1ccc(OCC(=O)Nc2ccc(OC)cc2[N+](=O)[O-])cc1	-2	-19	-32	-3	-5	-1	-0.8	-4
O=C(c1ccc(NS(=O)(=O)c2ccc3c(c2)OCCO3)cc1)N1CCCCC1	3	7	4	-1	-11	-5	16	-2
CC(=O)COC(=O)CCc1nc2ccccc2[nH]c1=O	-7	-2	7	2	-3	-2	-0.4	-10
O=C(COC(=O)c1ccc(O)cc1O)Nc1ccc2ccccc2c1	7	2	-14	14*	13	-6	0.4	-6
Cc1ccc(S(=O)(=O)Nc2nc3ccc(N)cc3s2)cc1	-4	11	-33	-4	-1	2	0.1	-4
COc1ccc(NC(=O)Nc2cccc3c2O[C@H](CN(C)S(=O)(=O)c2c(C)noc2C)[C@@H](C)CN([C@H](C)CO)C3=O)cc1	0	6	-4	5	-5	-3	0.1	-5
C=CCNC(=S)NC(CC(=O)OC)c1ccc2c(c1)OCO2 (centres undefined)	6	-3	15	0	3	2	0.9	2
O=C1CN(C(=O)c2ccccc2C(=O)O)c2ccccc2N1	-5	5	11	-1	10	0	-0.1	-9
CCCNC(=O)Nc1ccc2c(c1)nc(C)n2C	-2	5	-15	1	-11	3	-1.4	-3
COc1ccc(NC(=O)/C=C/c2cc(OC)c(OC)c(OC)c2)cn1	-6	-3	1	1	5	-15	6.4	-4
Oc1ccc(Br)cc1-c1cc(-c2ccccc2)n[nH]1	0	2	13	29*	35	9	0.0	-1
CC(C)CC1NC(=O)N(CC(=O)Nc2cccc(Br)c2)C1=O (centres undefined)	1	-7	-4	3	0	-6	-0.6	-6
COC(=O)CCCCC1SCC2NC(=O)NC21 (centres undefined)	-1	2	-7	-1	-8	3	-2.3	-7
COc1cc2c(cc1OC)C(c1cccs1)CC(=O)N2 (centres undefined)	-5	-1	1	3	-10	1	1.2	-7
CC(=O)NC1CCN(CC(=O)Nc2nccs2)CC1	0	6	-12	1	-20	-2	0.4	-4
CCOc1ccc(C2CC(c3cccc(OC)c3)n3nc(N)nc3N2)cc1 (centres undefined)	1	-4	-5	-1	2	2	-1.0	-6
CCn1c(C)nc2cc(C(=O)NNC(=S)Nc3ccc(Cl)cc3Cl)ccc21	-8	24	-1	4	-11	12	-2.0	-4
CC1CCCC(NC(=O)CN2C(=O)NC(C)(c3ccccc3)C2=O)C1C (centres undefined)	2	8	-4	3	0	-2	0.1	-13
COc1ccc(/C=C2\SC(=O)N(CCNC(=O)C3CC4C=CC3C4)C2=O)cc1 (centres undefined)	2	2	16	-1	-9	7	-0.9	-5
COc1cccc(CNc2ccccc2O)c1OCc1ccccc1F	-3	9	-1	-5	-3	-1	1.0	-8
COC(C[C@H]1O[C@H]1C(=O)[C@@H](C)OCc1ccccc1)OC	-1	-13	-8	1	-11	-1	-1.6	-5
Cc1cccc(NC(=O)C(CCC(N)=O)NC(=O)OCc2ccccc2)c1 (centres undefined)	-5	18	11	0	-9	2	-2.8	-8
Cc1ccc(S(=O)(=O)Nc2ccccc2N2CCCCC2)cc1	-5	20	26	1	5	2	-0.9	-8
COc1ccc(NC(=O)CN2C(=O)c3ccccc3Sc3ccc(C(=O)N4CCOCC4)cc32)c(OC)c1	0	3	-11	-2	-2	0	1.0	-3
COC(=O)c1c(NC(=O)CC2Sc3ccc(C(F)(F)F)cc3NC2=O)sc(C)c1C (centres undefined)	-4	6	1	-1	2	-3	7.5	0
O=C(CSc1nc(-c2ccco2)cc(C(F)(F)F)n1)Nc1ccc2c(c1)OCO2	1	12	3	-1	-6	-1	4.1	-5
O=C(CN(Cc1ccc(F)cc1)C(=O)CCC(=O)Nc1nccs1)NCc1ccc(F)cc1	-6	9	3	0	9	-6	-0.5	-14
COc1cc2c(cc1OC)[C@@H](NC(=O)CCC1CCCCC1)[C@H](O)C2	4	12	3	-2	-8	2	-1.0	-4
CCC(=O)c1ccccc1OCC(=O)Nc1c(C)cccc1C	-2	3	-8	-1	4	8	1.1	-4
Cc1ccccc1NC1=NC2(CCCC2)N=C(N)N1	-2	4	0	-2	1	3	-2.7	-2
COCCN1C(=O)N[C@@H](c2ccccc2)C(C(C)=O)=C1C	0	-1	-1	3	/	/	/	-2
O=C(Cn1cc(C(F)(F)F)cc(Cl)c1=O)Nc1cc(Cl)cc(Cl)c1	2	11	2	1	-3	3	10	-2
Cc1ccc(-c2csc(NC(=O)CCNC(=O)c3ccco3)n2)cc1	0	0	-1	-1	6	0	3.3	-5
O=C(CCNC(=O)c1ccc(Br)cc1)NCCCSc1ccccc1	-3	4	-4	0	12	2	-0.4	-8
COc1cccc(CC2(CO)CCCN(Cc3ccccc3Cl)C2)c1 (centres undefined)	1	-1	9	1	-5	1	0.7	-3
